Glyco luc inh – increase of ERlucT glycosylation luciferase signal, primary screen, N-linked glycosylation inhibitor project, D54 ERlucT cells, luminescence, set 2; D54 ERlucT glycosylation luciferase reporter, 24 h; percent of 100 nM tunicamycin response; reporter increase, % at 12.5 µM; hit rate 0.23% among 360,000; AID 588692, 2011;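 active = mean luciferase reporter signal, scaled so untreated is 0 and the glycosylation-blocking control 100, at or above a set limit in every replicate; inconclusive = mean reaches the limit but not every replicate does; inactive = mean below the limit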;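 note: luciferase carries N-glycosylation sites so blocking glycosylation raises the light; 0% = median of neutral control wells and 100% = median of 100 nM tunicamycin wells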
HTR2A ag – mouse Htr2a agonists via beta-arrestin recruitment, primary screen, cell-based, luminescence | 5-hydroxytryptamine receptor 2A (Mus musculus), P35363 | CHO-K1 mHTR2A beta-arrestin complementation; percent of 30 µM serotonin response | activation, % at 7.6 µM | hit rate 0.66% among 360,000;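 active = activation above a run cutoff, the mean activation of all tested compounds plus 3 SD, cut at about 14% in these data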;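 note: 0% = plate median of compound wells and 100% = 30 µM serotonin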
Target sequence (P35363 whole entry, looked up): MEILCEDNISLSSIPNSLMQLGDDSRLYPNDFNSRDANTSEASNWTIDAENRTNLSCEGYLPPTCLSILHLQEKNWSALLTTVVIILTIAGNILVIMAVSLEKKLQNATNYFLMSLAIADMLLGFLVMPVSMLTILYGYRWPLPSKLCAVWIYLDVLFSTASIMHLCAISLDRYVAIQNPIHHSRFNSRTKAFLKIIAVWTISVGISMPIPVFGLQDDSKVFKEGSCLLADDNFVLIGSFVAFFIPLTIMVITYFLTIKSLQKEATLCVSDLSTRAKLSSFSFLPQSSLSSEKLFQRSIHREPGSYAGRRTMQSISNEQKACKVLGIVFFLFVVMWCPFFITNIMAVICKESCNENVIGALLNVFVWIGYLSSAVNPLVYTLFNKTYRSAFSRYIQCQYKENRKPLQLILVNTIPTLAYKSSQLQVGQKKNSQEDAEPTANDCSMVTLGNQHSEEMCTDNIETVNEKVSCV
H9c2 protect – cardioprotection against H2O2-induced cell death, primary screen, uHTS, H9c2 cells, ATPLite luminescence; AID 588492, 2011; H9c2 cardiomyocytes, H2O2 injury protection, 2 h; protection from H2O2 cell death, % at 20 µM; hit rate 0.63% among 360,000;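 active = compounds giving at least 50% protection of heart cells from peroxide-induced death in the single-dose screen, raw or plate-pattern-corrected value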;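 note: 0% = DMSO wells with peroxide and 100% = DMSO wells without peroxide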
CaV13 FRET inh – Primary screen for inhibitors of IQ motif and Ca2+-dependent inactivation inhibitor domain binding in CACNA1D, Förster resonance energy transfer in living cells, …; HEK cells, CFP/YFP FRET ICDI-IQ, plate reader, 10 min; percent FRET-ratio fall versus neutral wells; inhibition, % at 12.3 µM; hit rate 0.098% among 340,000; AID 743397;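 active = mean replicate inhibition of at least 30% and at least 1% of replicates passing that level; inconclusive = only one of the two criteria is met; inactive = neither criterion is met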;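 note: 0% = median of the neutral control wells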
ABCB6 inh 2 – ABCB6 transporter inhibitors, primary screen, K562-ABCB6 cells, flow cytometry, MLPCN library | K562-ABCB6 porphyrin accumulation, 1 h; stronger effect = lower value | fluorescence ratio to DMSO, % at 10 µM | hit rate 0.19% among 360,000;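 active = fluorescence ratio to DMSO below 75%, the collection mean minus 3 SD; inconclusive = too few cells collected in the well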;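 note: signal is porphyrin accumulated inside mitochondria; 100% equals median channel fluorescence of DMSO control wells; lower ratio means ABCB6 inhibition with less porphyrin fluorescence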
hiPSC survival – enhancers of single-cell hiPSC survival, primary screen, ATPlite luminescence; 100% = ROCK inhibitor wells, 0% = DMSO; survival enhancement, % at 20 µM; hit rate 0.044% among 360,000; AID 602274, 2012; in the data active = survival enhancement above about 18%;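 note: cells exposed to compounds for 16 hours before the ATP read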
Vif imaging – HIV Vif self-association inhibitors, primary screen, imaging, HEK293T, single point; HEK293T cells, Vif self-association by quenched fluorescence, 24 h; inhibition, % at 7.49 µM; hit rate 0.35% among 340,000; AID 602346, 2012; in the data active = inhibition above about 50%, passing the limit was not always enough; inconclusive = no clear call, values can overlap the other calls; inactive = below about 31%; note: some results filed as inactive read as strong as hits
Exocytosis inh – LAMP-1 surface exposure blockers, TALL-104 cells – cell-based, flow cytometry, MLPCN library, primary screen. TALL-104 LAMP-1 surface exposure; cells stimulated with thapsigargin and PMA. inhibition, % at 10 µM. hit rate 0.66% among 360,000. AID 651702, 2012;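 active = inhibition above about 55%, limit read from the data; inconclusive = no clear call, values can overlap the other calls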
PDI inh – inhibitors of human PDI, primary screen, biochemical, turbidity, single point, plate reader. PDI insulin aggregation turbidity, A650, 90 min. inhibition, % at 10 µM. hit rate 0.052% among 350,000;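 active = mean inhibition across replicates of 30% or more, whatever share of single replicates reach that level; inconclusive = mean inhibition below 30% while every single replicate reaches 30%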;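 note: absorbance from insulin aggregation driven by PDI reduction with DTT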
Target sequence (P07237 whole entry, looked up): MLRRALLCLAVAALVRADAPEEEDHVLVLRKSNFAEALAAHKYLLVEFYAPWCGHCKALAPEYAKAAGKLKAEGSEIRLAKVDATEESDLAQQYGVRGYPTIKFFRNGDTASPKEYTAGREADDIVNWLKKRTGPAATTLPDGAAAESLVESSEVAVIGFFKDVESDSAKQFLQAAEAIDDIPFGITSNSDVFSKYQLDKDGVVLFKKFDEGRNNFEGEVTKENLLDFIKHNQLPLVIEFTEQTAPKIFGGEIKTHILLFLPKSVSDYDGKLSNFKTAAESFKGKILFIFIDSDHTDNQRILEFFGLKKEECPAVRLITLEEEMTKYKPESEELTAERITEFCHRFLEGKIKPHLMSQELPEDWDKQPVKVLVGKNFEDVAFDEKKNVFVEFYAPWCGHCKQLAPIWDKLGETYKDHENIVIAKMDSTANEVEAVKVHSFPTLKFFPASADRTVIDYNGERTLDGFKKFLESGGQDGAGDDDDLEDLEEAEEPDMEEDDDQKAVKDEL
aDG glyco up – activators of alpha-DG glycosylation, primary screen, uHTS, Pro5-aDG cells, AlphaScreen. activation, % at 10 µM. alpha-DG glycosylation AlphaScreen (IIH6); 0% Pro5, 100% B10-LARGE cell signal. hit rate 0.22% among 360,000;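 active = activation of at least 8% versus controls, or a plate z-score of at least 8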;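 note: Pro5 are CHO cells carrying HIG-tagged alpha-DG that lacks glycosylation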
Starred values were filed as active, the others as inactive; u = inconclusive; x = no result given.

Values run as follows: Glyco luc inh	HTR2A ag	H9c2 protect	CaV13 FRET inh	ABCB6 inh 2	hiPSC survival	Vif imaging	Exocytosis inh	PDI inh	aDG glyco up
- CCCc1nc2ccccc2c(C(=O)OCC(=O)NCc2ccc3c(c2)OCO3)c1CC
→ -1	2	-8	-16	103	-2.2	-2	11	0	0.0
- CCN(CC(=O)Nc1ccc(NC(C)=O)cc1)c1ccc(C(F)(F)F)cn1
→ 0	-2	2	-14	87	-1.3	9	0	10	-0.1
- CCOC(=O)Cc1csc(NS(=O)(=O)c2ccc(C(F)(F)F)cc2)n1
→ 0	-5	5	-20	93	-0.2	3	2	-3	-0.1
- O=C(N/N=C/c1cc2c(cc1[N+](=O)[O-])OCO2)c1cccnc1
→ -2	2	15	-10	91	-0.7	4	21	3	0.2
- Cc1ccc(N=C2S/C(=C/c3cccc(OCC(=O)O)c3)C(=O)N2C)cc1C
→ 7	-1	-2	-3	101	-0.5	5	-12	-10	0.0
- CN(C(=O)COc1cc(=O)n(C)c2ccccc12)c1ccc(Br)cc1
→ 3	0	0	-2	100	7.0	0	-3	x	0.0
- Cc1cc(C)n(CC(=O)NC2CCCc3c2cnn3-c2ccccc2F)n1 (stereo not given)
→ 1	0	-4	-4	102	0.1	6	-14	-1	-0.1
- O=C(Cn1cnc([N+](=O)[O-])n1)NC1CC1
→ 1	1	-2	4	95	2.5	-4	-4	-1	0.3
- C[C@H]1CN([C@@H](C)CO)C(=O)CCCn2nncc2CO[C@H]1CN(C)S(=O)(=O)c1ccc(F)cc1
→ 2	5	6	-3	98	-0.6	1	-2	-3	0.0
- Cc1cc(C(=O)COC(=O)/C=C/c2cccc(Br)c2)c(C)n1C
→ -1	2	-12	-6	93	-0.3	2	-3	-6	-0.2
- COc1ccc(NC(=O)c2ccccc2N(Cc2ccccc2)S(C)(=O)=O)c(OC)c1
→ 3	-2	0	-5	105	-0.4	-2	14	-10	-0.1
- O=C(CCN1CCN(c2ccccc2)CC1)N/N=C/c1ccccc1O
→ -7	5	55*	-7	93	0.7	5	2	-7	1.2
- O=C(N/N=C/c1ccco1)c1ccccc1OCc1ccccc1Cl
→ u	1	0	4	95	-2.8	1	-2	-2	-0.4
- CCSC1=C(C#N)C2(CCCCC2)C2=C(CC(C)(C)CC2=O)N1
→ 1	-9	13	-2	100	1.1	0	1	5	0.0
- CN(C)c1nc2c(N)ncnc2n1[C@H]1O[C@@H](CO)[C@H](O)[C@@H]1O
→ 0	7	1	-5	95	-0.4	3	-6	5	0.1
- O=C(NCCCO)c1cc([N+](=O)[O-])cc2c1C=Cc1ccccc1O2
→ 4	-4	1	-18	92	-1.1	5	3	25	0.6
- CCCCNC(=O)C1C(c2ccc(C(F)(F)F)cc2)=Nc2ccccc2N1C(=O)c1ccc2nc(C)[nH]c2c1 (stereo not given)
→ x	-8	x	-9	x	x	x	4	x	0.2
- CC1(C)Cc2nc3oc4c(N5CCOCC5)ncnc4c3cc2CO1
→ 1	1	21	-3	96	4.1	4	1	14	-0.3
- COc1cc(NC(=O)c2sc3ncn(CC(=O)N4CCCC(C)C4)c(=O)c3c2C)cc(OC)c1OC (stereo not given)
→ -1	-3	9	-7	103	-0.2	4	-16	-4	-0.2
- O=C(C1CCCO1)N1CCN(C(=S)Nc2ccc(Cl)c(Cl)c2)CC1 (stereo not given)
→ 1	-4	6	-9	103	-0.4	7	-3	0	0.2
- O=C(C1CC1)N1CCC(Oc2cccc(C(=O)N3CCCCC3CCO)c2)CC1 (stereo not given)
→ -2	5	3	-4	96	-0.1	-6	-4	-1	0.0
- O=C(O)c1cccc2c1C(=O)c1ccccc1C2=O
→ 2	-2	-3	9	100	0.6	1	1	3	0.1
- O=C(O)CC1(CC(=O)Nc2ccc3sccc3c2)CCCCC1
→ 4	1	0	-4	99	-0.3	-5	14	-4	0.0
- CN(C)C(CNC(=O)c1cccc(NS(=O)(=O)c2ccc(Br)cc2)c1)c1ccco1 (stereo not given)
→ 1	-10	-1	-11	102	-0.5	2	0	-5	0.2
- CCOC(=O)c1c(C)[nH]c(O)c1C=Nc1ccc(Cl)cc1
→ -3	0	52*	-5	125	-2.7	x	4	14	-0.4
- O=C(O)c1ccccc1SCC(=O)N1CCc2ccccc21
→ -4	5	0	-3	98	-0.3	-5	1	2	2.4
- Cc1ccc(C)c(Oc2cc(NN3CCCCC3)c([N+](=O)[O-])cc2[N+](=O)[O-])c1
→ -6	-4	-10	-5	97	-2.9	0	10	-1	-0.3
- Cc1cccc(C(O)c2cnc(C)n2Cc2ccccc2)c1 (stereo not given)
→ -1	2	-3	-18	89	1.2	-8	-1	-2	0.2
- CC(C)=C1CCC(C)CC1=NNC(N)=S (stereo not given)
→ -3	-5	-16	-11	97	-2.3	-10	-2	-2	0.9
- Cc1ccc(NC(=O)COc2ncnc3cc([N+](=O)[O-])ccc23)cc1S(=O)(=O)N1CCOCC1
→ 1	2	-2	-13	95	0.6	4	0	9	-0.2
- O=C(NCc1ccco1)c1ccc2nccnc2c1
→ -3	-6	-2	-3	101	0.4	15	6	-4	0.8
- COC(=O)CN1C(=O)[C@H]2[C@@H](c3ccc(C)o3)N3C(=O)CN(CC4CC4)C(=O)[C@@]3(Cc3ccccc3)[C@H]2C1=O
→ 2	4	3	-10	95	0.7	1	-5	x	0.0
- CCOc1cccc(N(C(=O)Cc2cccs2)C(C(=O)NC2CCCCC2)c2cccn2C)c1 (stereo not given)
→ -7	-2	7	-5	100	-3.8	-2	-2	8	0.1
- CC1CCC(CC(=O)O)(C(=O)O)CC1 (stereo not given)
→ 1	1	-1	-5	101	-1.1	23	-3	-6	0.5
- Cc1cccc(C(=O)O)c1NC(=O)Cc1cccc2ccccc12
→ 2	-2	2	-5	105	1.2	6	7	1	-0.1
- CCc1ccc(-c2nc(SCC(=O)NC3CCCC3)n[nH]2)cc1
→ -4	1	-12	-5	100	-0.3	-1	1	-7	0.3
- CCOC(=O)COC(=O)c1ccc(Oc2cc(C)nc(SC)n2)cc1
→ 0	5	3	-3	96	-2.7	0	0	-4	-0.2
- CCC(=O)N1CCc2cc(S(=O)(=O)NC(Cc3ccccc3)C(=O)NC3CCCCC3)ccc21 (stereo not given)
→ 0	2	3	-6	99	-1.5	-7	-1	1	0.2
- O=C(N=Nc1c(O)[nH]c2ccccc12)c1ccco1
→ -2	-1	-10	-1	102	-1.8	-3	1	3	-0.2
- CC/C(=C1/C(=O)CC(C)(C)C(C(=O)OC)C1=O)N1CCCC1 (stereo not given)
→ 3	7	3	-5	x	-2.9	6	4	-2	-0.1
- Nc1c(C(=O)NCc2ccccc2)sc2nc(N3CCOCC3)c3c(c12)CCCC3
→ 4	-5	-4	-8	98	7.4	x	6	3	-0.1
- OCCNc1nc(N2CCCCC2)nc2ccccc12
→ 3	4	7	-2	96	-0.3	0	-1	-3	0.1
- COc1ccc(CNC(=O)CCSCc2cccc(F)c2)cc1
→ -1	2	-3	-19	102	-0.5	-8	5	-2	0.0
- CC[n+]1c(S(=O)(=O)[O-])ccc2ccc(C)cc21
→ 3	4	-4	x	90	-1.6	0	2	1	1.1
- CC(C)(C)c1ccc(Oc2ccc(NC(=O)c3ccco3)cn2)cc1
→ 0	-6	-8	6	103	-0.3	-13	6	-2	-0.1
- CCOC(=O)C(C(=O)OCC)N(C#N)c1nc(C)cc(C)n1
→ 5	3	-5	-5	99	0.8	x	3	-1	0.0
- COc1ccc2[nH]c3c(c2c1)CCN1C(=O)C(CC(=O)NCc2ccc(OC)c(OC)c2)C[C@H](C(=O)N2CCOCC2)[C@@]31C (stereo not given in full)
→ 6	-2	-1	-3	97	7.3	0	-2	-3	-0.2
- OCC1(CCc2ccccc2)CCCN(C/C=C/c2ccccc2)C1 (stereo not given)
→ -1	-6	-4	-20	98	-0.2	-5	-6	2	0.0
- COC(=O)Nc1ccc2c(c1)N(C(=O)CCN1CCOCC1)c1ccccc1S2
→ -2	1	1	-2	98	-0.6	-9	-1	-1	0.0
- COc1ccc(OC)c2[nH]c(=O)c(CCNS(=O)(=O)c3ccc(F)cc3)cc12
→ -4	-6	10	-4	97	-0.4	-7	5	7	-0.1
- CCNC(=O)Cc1ccc(Br)cc1
→ 2	6	-6	0	97	-1.5	7	2	0	-0.2
- Cc1ccc(OCC(=O)NNC(=O)CSc2nnc(-c3ccc(C)cc3)n2C)cc1
→ 9	-2	-6	-5	102	-1.5	1	-1	0	-0.1
- Cn1ccc(NC(=O)c2ccc([N+](=O)[O-])cc2)n1
→ 1	4	-7	-3	94	0.3	-5	1	7	-0.2
- CC(=NC(C)C)C1=C(O)C(C)OC1=O (stereo not given)
→ 0	3	10	-5	101	-2.7	5	-7	-2	-0.1
- O=S(=O)(NC1CCCCC1NS(=O)(=O)c1ccc(F)cc1)c1ccc(F)cc1 (stereo not given)
→ 2	3	1	-4	93	0.4	-6	-2	-8	-0.1
- CCCCn1c(N)c(N(C)C(=O)c2ccccc2Oc2ccccc2)c(=O)[nH]c1=O
→ -1	1	4	-2	96	-0.1	-3	-5	-10	-0.2
- CCOC(=O)c1[nH]c(C)c(/C(O)=C2\C(=O)C(=O)N(CCCN3CCOCC3)C2c2cccs2)c1C (stereo not given)
→ 16	3	-2	-4	90	-0.5	6	0	-9	-0.2
- COc1ccc(CCNC(=O)C2CC(c3ccccc3F)=NO2)cc1 (stereo not given)
→ 4	-5	4	-5	96	-1.3	3	5	-2	0.2
- O=C(Nc1cccnc1)c1ccc(Cl)c(Cl)c1
→ 1	5	-3	-1	102	-0.7	21	-6	-3	0.1
- CCOC(=O)N1CCN(C(=O)c2ccc(NC(=O)c3ccc(C)cc3)cc2)CC1
→ 0	14	35	-7	107	2.4	-5	-1	8	6.4

Later entries:
Values run as follows: Glyco luc inh	HTR2A ag	H9c2 protect	CaV13 FRET inh	ABCB6 inh 2	hiPSC survival	Vif imaging	Exocytosis inh	PDI inh	aDG glyco up
- c1ccc(-c2nnc(OCCN3CCOCC3)c3ccccc23)cc1
→ -2	-7	25	-3	95	1.0	-9	-1	-10	0.1
- S=c1[nH]nc(-c2ccccn2)n1/N=C/c1c(Cl)cccc1Cl
→ 1	3	-1	-5	102	0.8	-2	4	5	0.3
- COc1cc(NC(=O)CN2C(=O)C(=O)N(CC(C)C)C2=O)cc(OC)c1
→ 0	9	-2	-6	101	-0.4	9	2	9	0.2
- COc1ccc(-c2cc(C(F)(F)F)c3c(=O)n(-c4ccccc4)[nH]c3n2)cc1
→ 0	0	-7	x	106	2.5	-13	8	3	0.0
- O=C(Nc1cccc([N+](=O)[O-])c1)NC1CCCCCCC1
→ 2	-10	-16	-2	97	0.2	1	-4	-6	0.7
